Dengue-2 NS5 capping: flavivirus cap methylation enzyme inhibition – biochemical, confirmation dose response, primary screen (AID 588689). Dengue-2 NS5 methyltransferase capping enzyme assay, biochemical; higher % means a stronger effect. inhibition, % at 25 µM; hits with a dose series show IC50 in µM. 340,000 tested, 0.3% active; in the data active = a potency from the dose series; inconclusive = inhibition above about 29% without an active follow-up result
GPR35 arrestin U2OS: GPR35 antagonists blocking zaprinast-driven arrestin recruitment, primary screen, imaging, U2OS, beta-arrestin-GFP, zaprinast agonist (AID 2058). U2OS GPR35 beta-arrestin-GFP translocation imaging, zaprinast antagonism; higher % means a stronger effect. one-dose inhibition, % at 10 µM; IC50 in µM for titrated hits. 290,000 tested, 0.052% active;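 active = inhibition of at least 50% with at least 30 cells and total cytoplasm GFP at most 10,000,000; inconclusive = under 30 cells or total GFP of 10,000,000 plus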
NTR1 agonist: agonists of NTR1, primary screen, imaging, U2OS cells, beta-arrestin-GFP, high content (AID 493036); NTR1-U2OS beta-arrestin-GFP spot imaging, agonist mode; activation, % at 20 µM; 330,000 tested, 0.17% active;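 active = activation at or above 40% of the spot to cytoplasm intensity ratio, with at least 20 cells analyzed; inconclusive = wells under 20 cells, flagged as cytotoxic or low count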;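 note: 0% = DMSO without peptide and 100% = 100 nM NTR1 peptide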
Target sequence (P30989 whole entry, looked up): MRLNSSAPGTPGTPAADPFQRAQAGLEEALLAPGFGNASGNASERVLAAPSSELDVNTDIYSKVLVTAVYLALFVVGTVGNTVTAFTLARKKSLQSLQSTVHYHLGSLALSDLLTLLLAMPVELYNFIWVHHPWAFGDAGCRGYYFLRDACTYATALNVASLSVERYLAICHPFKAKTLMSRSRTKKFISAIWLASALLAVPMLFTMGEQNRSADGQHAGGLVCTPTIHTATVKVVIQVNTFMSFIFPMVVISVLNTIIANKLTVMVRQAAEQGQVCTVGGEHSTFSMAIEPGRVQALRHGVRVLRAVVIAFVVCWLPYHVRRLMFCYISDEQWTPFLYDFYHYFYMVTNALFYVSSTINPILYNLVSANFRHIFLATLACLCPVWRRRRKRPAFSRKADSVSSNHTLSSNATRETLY
Yfh1-off respiration: mitochondrial function rescue without frataxin homolog – Friedreich's ataxia, plus single-dose screen, dose response (AID 1465); S. cerevisiae Yfh1-off respiration, WST-1 reduction, 72 h; higher fold induction means a stronger effect; one-dose fold induction at 50 µM; EC50 in µM for titrated hits; 220,000 tested, 0.074% active;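 active = fold induction of absorbance versus untreated yeast above a set limit, then at least 30% activation at any dose in follow-up; inconclusive = repeats straddling the limit, or above it without dose testing; inactive = fold induction below the set limit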;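 note: activators that raise dye reduction in frataxin-depleted yeast; strong numbers were not always called active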
AID2073: disruptors of CaV2.2 binding to Mint1 – biochemical, HTRF (AID 2073) | HTRF protein-protein interaction, Mint1-CaV2.2; higher % means a stronger effect | inhibition, % at 20 µM, or IC50 in µM where a hit was titrated | 290,000 tested, 0.19% active; in the data active = inhibition mostly above about 51%, no sharp cut-off; inconclusive = no clear call, values can overlap the other calls; inactive = mostly below about 53%; note: some results filed as inactive read as strong as hits
Rac1 GTP hydrolysis: MgcRacGAP GTPase-activating activity inhibitors, confirmation, biochemical, ADP Hunter fluorescence | inhibition, % at 30 µM, or IC50 in µM where a hit was titrated | MgcRacGAP-stimulated Rac1 GTP hydrolysis, ADP Hunter fluorescence; higher % means a stronger effect; GST-tagged Rac1 F28L mutant substrate | 340,000 tested, 0.6% active;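 active = first-screen hits whose inhibition reached a set limit at any dose in the follow-up dose series; inconclusive = inhibition above the set first-screen limit but never retested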;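 note: fluorescence reports GDP produced by GAP-driven GTP hydrolysis; strong numbers were not always called active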
Large T inhibition: SV40 large T antigen inhibitors, biochemical (AID 1903); 310,000 tested, 0.39% active; SV40 large T antigen ATPase/helicase inhibition assay; higher % means a stronger effect; inhibition, % at 20 µM, or IC50 in µM where a hit was titrated; in the data active = a potency from the dose series; inconclusive = inhibition mostly from about 32% at the one dose, without a potency; inactive = the rest, 99 in 100 with inhibition below about 32%; note: strong numbers were not always called active
GPR55 antagonists: inhibition of LPI-stimulated GPR55 beta-arrestin translocation – imaging, U2OS, beta-arrestin-GFP, LPI agonist, primary screen (AID 2013); U2OS GPR55 beta-arrestin-GFP translocation imaging, LPI antagonism; higher % means a stronger effect; one-dose inhibition, % at 10 µM; IC50 in µM for titrated hits; 290,000 tested, 0.13% active;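 active = spots per cell inhibited over 60%, with over 100 cells counted and total cytoplasm intensity under 500,000; inconclusive = wells with under 100 cells, flagged as likely toxic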;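 note: U2OS cells stably carrying GPR55 and arrestin-GFP stimulated by 5 µM LPI near EC80; imaged beta-arrestin-GFP aggregate spots per cell after agonist stimulation; plate controls were LPI-stimulated DMSO wells for no effect and DMSO wells without LPI for full effect; some results filed as inactive read as strong as hits; confirmed hits need IC50 under 10 µM and bright autofluorescent wells are also inconclusive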
GPR55 activation: GPR55 agonists via beta-arrestin recruitment, primary screen, imaging, U2OS cells, beta-arrestin-GFP redistribution (AID 1961); U2OS GPR55 beta-arrestin-GFP redistribution imaging; higher % means a stronger effect; activation, % at 10 µM; hits with a dose series show EC50 in µM; 290,000 tested, 0.048% active;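 active = activation above 40% with more than 50 cells counted in the well; inconclusive = wells holding fewer than 50 cells, flagged as toxic or sparse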;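 note: U2OS osteosarcoma cells stably expressing GPR55 and beta-arrestin-GFP; plate controls were DMSO negative control for no effect and LPI positive control for full effect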
NTR1 agonist cell count 20 µM: recorded beside NTR1 agonist, whose call it bears; cell count; measured here: cell count, cytotoxicity flag
The depositor's hits bear a star; i = inactive; ? = inconclusive; · = no result given. Rows were taken by chance, and some 1.7% of all compounds hit somewhere here.

SMILES	Dengue-2 NS5 capping	GPR35 arrestin U2OS	NTR1 agonist	NTR1 agonist cell count 20 µM	Yfh1-off respiration	AID2073	Rac1 GTP hydrolysis	Large T inhibition	GPR55 antagonists	GPR55 activation
CC(=O)N1CCC(C(=O)Nc2nc(-c3ccccc3)ns2)CC1	-4%	9%	-1.6	60	i	-3%	9%	4%	-8%	0.1%
CC(C)Sc1oc(-c2ccco2)nc1S(=O)(=O)c1ccccc1	-1%	-9%	0.3	45	i	0%	0%	4%	7%	-0.1%
CCN(CC(=O)NCc1ccc(F)cc1)CC(=O)Nc1ccc(S(=O)(=O)N2CCCC2)cc1	4%	-2%	-0.1	56	i	4%	-1%	-2%	5%	0.1%
COc1ccccc1CNC(=O)c1nn(-c2ccc(C)cc2)c(=O)c2c1c1ccccc1n2C	-8%	25%	6.4	83	i	8%	1%	9%	6%	-0.2%
O=C(CSc1nnc(-c2ccco2)n1Cc1ccccc1)c1ccc(F)cc1	-6%	7%	1.6	52	i	0%	16%	8%	9%	0.3%
Oc1[nH]c2c(Cl)cc(Cl)cc2c1N=NC(=S)NCC1CCCO1 (stereo unspecified)	-6%	7%	22	74	i	7%	13%	-2%	18%	0.2%
Cc1ccc(C)n1NC(=O)c1ccc(Cl)cc1Cl	7%	-12%	-1.6	39	i	14%	8%	4%	-3%	-0.1%
COC(=O)Cc1ccc(NC(=S)NNC(=O)c2ccccc2Br)cc1	3%	0%	0.7	44	i	-6%	13%	10%	2%	-0.2%
COc1cccc(-c2cc(C(=O)Nc3nc4ccccc4s3)c3ccccc3n2)c1	-1%	27%	-1.1	51	i	-13%	6%	-2%	28%	0.2%
COc1cc(/C=C2/C(=N)N3OC(C)=CC3=NC2=O)ccc1OC(=O)c1ccco1	-13%	-18%	-0.8	105	·	-7%	9%	26%	-3%	0.0%
CCc1cccc(C)c1NC(=S)NCc1cccn1C	-3%	-1%	-1.2	41	i	-20%	1%	12%	8%	-0.2%
Nc1ccc(S(=O)(=O)Nc2nccc(/C=C/c3ccc(Cl)cc3)n2)cc1	-5%	-4%	-0.1	42	·	18%	7%	4%	1%	-0.4%
O=C(NCCCN1CCOCC1)C(=O)N/N=C/c1c2ccccc2cc2ccccc12	5%	5%	1.3	67	i	-10%	4%	6%	-8%	-0.3%
O=C1NC(c2cccnc2)C(C(=O)c2cccs2)C(O)(C(F)(F)F)N1 (stereo unspecified)	4%	-2%	-0.3	44	i	1%	8%	5%	-2%	0.6%
S=C(NCc1ccccc1)NCc1ccc(Cl)cc1	0%	5%	-0.6	63	·	10%	3%	15%	10%	-0.1%
N#Cc1c(Sc2ncc(C(F)(F)F)cc2Cl)nsc1C/C=N\OCc1ccccc1Br	-28%	29%	-2.2	36	i	3%	16%	23%	-11%	0.3%
CC1=CC(C)(C)N(C(=O)CN2C(=O)CCC2=O)c2ccc(C)cc21	2%	16%	-0.9	59	i	-5%	-45%	7%	-6%	-0.1%
CCOC(=O)CN1CCc2c(C)nc3c(-c4ccc(OC)c(OC)c4)cnn3c21	-2%	-3%	2.3	81	i	3%	11%	5%	-16%	-0.3%
CS(=O)(=O)c1ccc(C(=O)NC(Cc2ccccc2)c2ccccc2)cc1 (stereo unspecified)	2%	-7%	0.7	38	·	6%	3%	3%	7%	-0.2%
NC(=O)C1CCN(CC(=O)Nc2ccccc2Sc2ccccc2)CC1	-6%	-3%	2.0	47	i	2%	3%	9%	-9%	?

An excerpt from above in order of molar mass, ascending:
SMILES	Dengue-2 NS5 capping	GPR35 arrestin U2OS	NTR1 agonist	NTR1 agonist cell count 20 µM	Yfh1-off respiration	AID2073	Rac1 GTP hydrolysis	Large T inhibition	GPR55 antagonists	GPR55 activation
Nc1ccc(S(=O)(=O)Nc2nccc(/C=C/c3ccc(Cl)cc3)n2)cc1	-5%	-4%	-0.1	42	·	18%	7%	4%	1%	-0.4%
CCOC(=O)CN1CCc2c(C)nc3c(-c4ccc(OC)c(OC)c4)cnn3c21	-2%	-3%	2.3	81	i	3%	11%	5%	-16%	-0.3%
N#Cc1c(Sc2ncc(C(F)(F)F)cc2Cl)nsc1C/C=N\OCc1ccccc1Br	-28%	29%	-2.2	36	i	3%	16%	23%	-11%	0.3%

(listing goes on)
SMILES	Dengue-2 NS5 capping	GPR35 arrestin U2OS	NTR1 agonist	NTR1 agonist cell count 20 µM	Yfh1-off respiration	AID2073	Rac1 GTP hydrolysis	Large T inhibition	GPR55 antagonists	GPR55 activation
COc1cc2c(cc1OC)CN(C(=O)c1ccc(-c3ccccc3)cc1)CC2	-10%	-3%	5.9	85	·	7%	13%	-6%	16%	0.0%
O=C(O)CCCc1ccc2c(c1)CCc1ccccc1-2	-1%	·	0.1	85	·	·	7%	4%	·	·
Cc1ccc(S(=O)(=O)NCCc2ccncc2)cc1[N+](=O)[O-]	2%	13%	1.8	68	·	6%	2%	1%	2%	0.5%
O=C(CSc1nnc(-c2ccccc2O)o1)N1CCc2ccccc2C1	-5%	0%	0.7	89	i	1%	8%	6%	-17%	-0.1%
CC(=O)N1c2ccccc2NC2=C(C(=O)CCC2)C1c1ccc(F)cc1 (stereo unspecified)	-7%	20%	1.9	55	i	-4%	0%	13%	-4%	0.0%
CC(=O)N1CCOCCOCCOCC1	-2%	-4%	0.8	39	i	4%	13%	8%	0%	-0.2%
COc1ccc(C(C)=O)cc1CN1C(=O)NC(c2ccccc2)(c2ccccc2)C1=O	-6%	6%	5.5	61	·	-5%	1%	8%	0%	-0.2%
O=C(OCc1nc2ccccc2[nH]1)C1CCCCC1	-7%	-9%	1.4	89	i	13%	0%	-15%	5%	-0.3%
CCN1C(=O)C2(/C(=C(\O)c3ccc4c(c3)OCCO4)C(=O)C(=O)N2CCCOC)c2ccccc21 (stereo unspecified)	-4%	4%	0.2	46	i	8%	-2%	2%	32%	0.3%
CC(C)OC(=O)c1nnc(-c2ccccc2)nc1OC(C)C	-8%	3%	-1.1	55	i	-4%	4%	10%	3%	-0.3%
O=C(Nc1ccc2c(c1)C(=O)NC2=O)c1cc(Cl)ccc1Cl	-1%	-8%	4.1	55	·	10%	1%	·	3%	0.4%
O=C(Nc1cccc(Cl)c1)c1ccc(S(=O)(=O)NCC2CCCO2)cc1 (stereo unspecified)	-3%	19%	3.5	47	·	11%	3%	7%	20%	-0.4%
CCOC(=O)CNC(=O)c1ccc(SCC)cc1	1%	3%	-0.3	53	i	-3%	13%	9%	5%	-0.2%
CCOC(=O)CN(C(=O)CSc1nnc(Cc2ccccc2)n1-c1ccc(C)cc1)c1ccccc1	-9%	-11%	0.0	42	i	0%	8%	9%	8%	-0.3%
c1nc(N2CCN(Cc3ccc4c(c3)OCO4)CC2)c2[nH]cnc2n1	-2%	2%	-1.3	73	i	11%	16%	0%	2%	-0.1%
NC(=O)C1(N2CCCCC2)CCN(Cc2ccc(Br)cc2)CC1	-9%	3%	0.9	48	i	5%	-3%	-7%	-3%	0.0%
COc1ccc(C)cc1NC(=O)CCS(=O)(=O)c1ccc2c(c1)CCN2C(C)=O	-6%	3%	0.9	73	i	45%	-1%	9%	-5%	-0.2%
N/C(Cc1ccccc1Sc1ccccc1)=N\O	-3%	1%	0.5	52	i	6%	3%	7%	9%	-0.3%
COc1ccc(S(=O)(=O)N2CCCCCC2)cc1C(=O)NC1(C)CCS(=O)(=O)C1 (stereo unspecified)	-5%	-19%	2.0	69	·	8%	6%	4%	15%	0.7%
Nc1nnc(SCC(=O)OCc2ccccc2)s1	3%	-17%	5.0	69	i	-1%	-5%	12%	8%	0.5%
COc1ccc(CCNc2nc(-c3ccc(NC(C)=O)cc3)cs2)cc1OC	-4%	-23%	3.5	63	i	-9%	10%	11%	5%	0.1%
CCOC(=O)C1=C(N)N(c2ccccc2Oc2ccccc2)C(=O)C1	·	-1%	-0.9	53	i	-4%	10%	6%	3%	-0.2%
COc1ccc(NC(=O)CSc2ncc(-c3ccc(F)cc3)n2Cc2ccco2)cc1	-3%	0%	2.1	70	i	-10%	6%	12%	5%	-0.3%
Cc1ccc(S(=O)(=O)N2CCCCC2CCNC(=O)C(=O)NCc2cccnc2)cc1 (stereo unspecified)	-10%	·	-0.5	76	·	·	-1%	8%	·	·
O=C(c1cccs1)N1CCCC1	-1%	16%	-0.9	72	i	5%	5%	23%	5%	-0.2%
Cc1cc2oc(=O)cc(CN3CCN(S(=O)(=O)/C=C/c4ccccc4)CC3)c2cc1C	-1%	2%	-1.6	68	i	20%	5%	18%	4%	0.1%
Cc1c(Cl)cccc1NC(CC(=O)c1ccccc1)C(=O)O (stereo unspecified)	46%	0%	-1.3	59	i	30%	14%	27%	3%	-0.2%
COc1ccc(OC)c(C(=O)COC(=O)C2CC3CCCC(C2)C3=O)c1 (stereo unspecified)	-5%	12%	0.3	60	i	2%	12%	7%	-11%	0.0%
Cc1ccc(NC(=O)CCn2nc([N+](=O)[O-])cc2C)nc1	-4%	20%	0.0	40	i	-6%	0%	13%	11%	0.5%
Cc1ccc(O)c(-c2cc(-c3cccc(Br)c3)n[nH]2)c1	-7%	-1%	54*	31*	i	18%	11%	-2%	2%	0.1%
CCOc1ccc(N2C(=O)CC(N(CCc3ccc(OC)cc3)C(=O)c3cccc(F)c3)C2=O)cc1 (stereo unspecified)	0%	-7%	-0.7	53	i	1%	-3%	10%	-13%	-0.1%
CCCCCCC1C(C#N)=C(N)OC2=C1C(=O)CC(C)(C)C2 (stereo unspecified)	-6%	-17%	4.6	53	i	6%	-2%	0%	4%	0.5%
CC(C)c1ccc(N2C(=NC(=O)C3CC3)SC3CS(=O)(=O)CC32)cc1 (stereo unspecified)	-3%	12%	-1.5	33	·	-1%	-47%	4%	-2%	-0.1%
CCN(CC)C(=N)N1c2ccccc2CCC1C (stereo unspecified)	-3%	-5%	1.0	63	i	-3%	-1%	6%	1%	-0.4%
COCc1cccc(C(=O)NC(c2ccccc2)c2ccccc2)c1	-7%	-2%	-0.2	56	·	12%	6%	9%	3%	·
CCN(CC)CCN=CC1=C(O)CNC1=O	-3%	6%	-0.4	60	i	-9%	7%	-6%	24%	-0.1%
O=C(NCc1ccccc1)c1ccc2c(c1)OCCO2	-1%	-9%	-0.6	32	i	11%	12%	7%	9%	-0.2%
O=C(Cn1nnc2ccccc21)OCc1ccccc1	-2%	16%	1.9	43	i	28%	9%	-1%	1%	0.5%
N=C1c2ccccc2CN1NC(=O)c1cccc(S(=O)(=O)N2CCCC2)c1	-4%	-9%	0.2	79	i	5%	13%	0%	7%	0.5%
